Lipid storage S3: qHTS Assay for Lipid Storage Modulators in Drosophila S3 Cells | Drosophila S3 cells, BODIPY lipid droplet fluorescence, 18-24 h; cells fed with added oleic acid | Potency in µM for hits, for the others lipid storage change, negative = inhibition, % at the top dose, mostly 46.1 µM | 320,000 compounds, 0.64% hits; active = well fitted inhibition curve with a large enough effect in the signal ratio, with a control signal flat, not every such curve was filed as active; inconclusive = small, poorly fitted or top-dose-only effect, or effect the other way, or a change in a side signal; the % refers to the signal ratio
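Laser-scanning cytometry quantifies lipid droplet accumulation (500–530 nm total intensity; droplet/cell object ratio) in oleic acid-fed (400 uM added) Drosophila S3 cells treated with a concentration series. 20 uM Triacsin C defined 100% inhibition.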
Lipid storage S3 cell count max: second read-out of Lipid storage S3, no call of its own (marks repeat the call); cell number change, %; measured here: cell count max response;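 cells counted by Cell Tracker Red CMTPX staining in the red channel; peak over a dose series mostly up to 46.1 µM; percent activity relative to internal control wells on each plate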
Numbers without * were called inactive; i = inactive; ? = inconclusive; · = no result given; [ ] = another dose, or the depositor's remark. % is scaled to controls: 0 for no effect and ±100 for the full control effect; potency is read from the fitted curve at half-maximal effect.

SMILES	Lipid storage S3	Lipid storage S3 cell count max
COc1ccc(NC2CCCN(C(=O)CCc3ccncc3)C2)cc1OC (stereo unspecified)	i	-1.8
N#Cc1c(N)sc2c1CCCCCC2	19.7%	-12.6
CCOc1ccc(CC(=O)NCc2ccc3c(c2)cc(C)n3C)cc1	?	·
C=C(C)COc1ccc(-c2nc(N)ncc2Oc2ccccc2OC)c(O)c1	?	·
Cc1cc(C)c(NC(=S)N2CCC(N(C)CC3CCCO3)CC2)c(C)c1 (stereo unspecified)	25.9µM*	6.7*
Cc1ccccc1C1c2[nH]c3ccccc3c2C[C@H]2C(=O)N(c3ccccc3C(=O)NCCN3CCOCC3)C(=O)N12 (stereo partly specified)	-29.9%	-2.0
COc1ccc(N=Nc2cc(-c3ccccc3)ccc2O)cc1	?	·
C=CCn1c(SCC(=O)c2[nH]c(C)c(C(=O)OCC)c2C)nc2scc(-c3ccc(OC)c(OC)c3)c2c1=O	?	·
O=C(CSc1ncnc2c1nnn2Cc1ccccc1)NC1CCCCC1	-3.2%	-19.4
CC(C)CCNC(=O)C1CCN(S(=O)(=O)c2ccc3nc4c(c(C(=O)O)c3c2)CCCCC4)CC1	?	·
CCOC(=O)N1CCN(S(=O)(=O)c2ccc(C)cc2)C1	-3.0%	8.3
Cc1ccc(C(=O)NNC(=O)CNc2cccc(Cl)c2)cc1	i	30.0
Cc1ccc(S(=O)(=O)c2cc3c(=O)n4ccccc4nc3n(C)c2=N)cc1	i	·
COc1ccc(-c2csc3ncn(-c4cccc(C)c4)c(=O)c23)cc1OC	9.4%	14.7
COc1ccc2nc(SCC(=O)Nc3ccccc3C)[nH]c2c1	?	·
COc1ccc(NC(=O)C(c2ccc(C)cc2)N(C)C(=O)c2cnccn2)cc1 (stereo unspecified)	?	·
Cc1ccc(NC(=O)N2CCCn3c(SCC(=O)c4ccccc4)nnc32)cc1	-2.0%	6.7
COc1ccc(C2=NOC(C(=O)Nc3ccc(C)cc3)C2)cc1OC (stereo unspecified)	?	·
C=CCNC(C(=O)Nc1cccc(OC)c1)c1ccccc1 (stereo unspecified)	i	·
COc1ccccc1CNC(=O)C1CCN(S(=O)(=O)c2ccc3c(c2)NC(=O)CO3)CC1	i	19.0
COCCNC(=S)N(CCc1c(C)[nH]c2ccc(F)cc12)Cc1cccs1	-9.0%	-12.8
O=C(N/N=C/c1ccc(OC(F)F)cc1OC(F)F)c1ccc(Br)cc1	?	·
O=C(O)c1ccccc1C(=O)NCc1ccc2c(c1)OCO2	-5.3%	-16.4
CCN(CC)c1ccc(/C=N/N2CCOCC2)c(O)c1	?	·
CCOCC(=O)Nc1sc2c(c1C(=O)OCC)CCCC2	?	·
O=C1NC2(CCCCC2)Oc2ccccc21	9.5%	3.7
CC(=O)Nc1ccc(C(=O)N(C)c2ccccc2)cc1	?	·
CCn1c(SCC(=O)Nc2ccc(NC(C)=O)cc2)nc2c([nH]c3ccccc32)c1=O	?	·
COc1ccc(-n2c(O)c(/C=N/NS(=O)(=O)c3ccc(C)c([N+](=O)[O-])c3)c3ccccc3c2=O)cc1OC	?	·
Cc1ccc(-c2nc3ccccc3s2)cc1S(=O)(=O)N1CCCC1	i	·
O=C1OCCC1Sc1nnnn1-c1ccc(Cl)cc1 (stereo unspecified)	-9.5%	12.6
Cc1ccn(CC(=O)N2CCCC(Nc3ccc(F)c(F)c3)C2)n1 (stereo unspecified)	i	·
CCNS(=O)(=O)c1ccc(NC(=O)c2ccccc2OCC)cc1	?	·
COc1cccc(CC2(CO)CCN(C(=O)NCCc3ccccc3)CC2)c1	8.5%	4.3
CCCCn1c(-c2csc(CC)c2)n[nH]c1=S	?	·
CC1CCc2cc(F)ccc2N1S(=O)(=O)c1ccc(Cl)nc1 (stereo unspecified)	0.5%	5.2
COc1ccccc1CNC(=O)COC(=O)c1sc(C)nc1C	?	·
CC1CCC(=C(C#N)c2nc(-c3cc4ccccc4oc3=O)cs2)CC1 (stereo unspecified)	?	·
CCn1cc(/C=N\NC(=O)c2ccc(Cl)cc2)cn1	8.4%	9.6
C/C(=N\OCC(=O)Nc1nc2ccccc2s1)c1ccccc1	?	·
O=C(c1ccc(Cl)nc1)N1CCN(S(=O)(=O)c2ccccc2)CC1	i	·
Cc1cc(NC(=O)CSc2nc(Cc3ccccc3)c(C)[nH]2)no1	?	·
CCN1CCN(C(c2cccs2)C(C)NC(=O)c2ccco2)CC1 (stereo unspecified)	23.0%	-2.2
Cc1cccn2c(=O)c(C=C(C#N)C#N)c(N3CCN(c4cccc(Cl)c4)CC3)nc12	?	·
CNc1nc(C23CC4CC(CC(C4)C2)C3)cs1	10.6%	-13.9

Part of the list above, with values under each structure.
Below each SMILES – Lipid storage S3 | Lipid storage S3 cell count max
> CCn1cc(/C=N\NC(=O)c2ccc(Cl)cc2)cn1
→ 8.4% | 9.6
> C/C(=N\OCC(=O)Nc1nc2ccccc2s1)c1ccccc1
→ ? | ·

Later entries
SMILES	Lipid storage S3	Lipid storage S3 cell count max
CC1CCCN(C(=O)C2CCN(CC(C)c3ccccc3)CC2)C1 (stereo unspecified)	2.1%	10.9
O=C(Nc1ccc(S(=O)(=O)NC2=NCCCCC2)cc1)c1ccc(Cl)cc1Cl	?	·
CCCn1c(SCC(=O)c2ccc3c(c2)OCCO3)nnc1-c1ccco1	20.0%	6.9
Cc1nnc(SCC(=O)Nc2sc3c(c2C(N)=O)CCCC3)[nH]c1=O	-11.3%	13.5
Cc1ccc(OCCCC(=O)Nc2ccc(Cl)c(S(=O)(=O)N3CCOCC3)c2)cc1	?	·
CC(C(=O)NCc1ccccn1)c1ccc([N+](=O)[O-])cc1 (stereo unspecified)	?	·
O=C(CCC(=O)c1cccs1)NCc1ccccc1	-10.7%	0.4
COc1ccc(OC)c(/C=C2\Oc3cc(OCC(=O)N4CC(O)C[C@H]4C(=O)O)ccc3C2=O)c1 (stereo partly specified)	-26.9%	-7.0
O=C(N/N=C/c1ccc(Cl)cc1)c1cc2c(s1)-c1ccccc1CC2	?	·
COc1ccc(NC(=O)N2CCCC2C(=O)NCC2CCCCC2)cc1 (stereo unspecified)	?	·
O=C(Nc1ccccc1Br)c1ccc(N2CCCC2=O)cc1	?	·
NS(=O)(=O)c1ccc(CCN2C(=O)CCC2=O)cc1	?	·
O=C(/C=C/c1cc(Br)ccc1F)OCC(=O)N1CCCC1	10.8%	-9.2
C/C=C/C=C/C(=O)OCC(=O)Nc1ccc(Cl)cc1	?	·
NS(=O)(=O)c1ccc(CNC(=O)c2cc(-c3cccnc3)nc3ccc(Br)cc23)cc1	?	·
COc1ccc(NC(=O)CS(=O)CC(=O)Nc2ccc(OC)c(OC)c2)cc1 (stereo unspecified)	-7.6%[9.22 µM]	0.4
CCc1[nH]nc(C(=O)N2CCCC(C(=O)c3cccc(OC(C)C)c3)C2)c1C (stereo unspecified)	?	·
CC(=O)n1cc(/C=N/NC(=O)c2ccccc2Cl)c2ccccc21	?	·
CC(C)(C)C(=O)Nc1ccc(/C=C/C(=O)c2ccco2)cc1	?	·
COc1ccc(CCNC(=O)c2cccnc2)cc1OC	8.1%	0.7
Cc1nn(-c2ccccc2Cl)c(Cl)c1/C=C(\C#N)C(N)=O	18.5%	·
Cc1cc(C(=O)N/N=C2/CC(C)CC(C)(C)C2)c(C)o1 (stereo unspecified)	?	·
COc1cc(OC)cc(C(=O)N2CCN(C3CCCCC3)CC2)c1	?	·
CCOc1ccc(NC(=S)Nc2cccc3cnccc23)cc1	-7.7%	-6.2
Cc1ccc(S(=O)(=O)NCCC(=O)Nc2ncccc2O)cc1C	?	·
O=C(c1ccc(NS(=O)(=O)c2cccs2)cc1)N1CCN(c2ccccc2Cl)CC1	?	·
Cc1cccc(NC(=O)CCCNC(=O)c2ccc(Cl)cc2)n1	i	·
O=C(Nc1ccc(OC(F)(F)F)cc1)c1cccc(-n2cnnn2)c1	?	·
O=C(CN1C(=O)NC2(CCCC2)C1=O)OCc1ccc(Cl)cc1Cl	?	·
COc1ccc(/C=C2/C(=O)N(c3ccccc3)N=C2C)cc1OC	i	14.9
CCCc1ccc(C2=Nn3c(nnc3C(C)C)SC2)cc1	i	-10.4
O=C(CNC(=O)c1ccccc1F)N/N=C/c1ccc2c(c1)OCO2	22.1%	9.2
CCOC(=O)C1=C(C)Nc2ncnn2C1c1cc(OC)ccc1OC (stereo unspecified)	?	·
C=CCn1c(O)c(N=Nc2ccccc2)c2ccccc21	24.6%	20.4
O=C(COC(=O)c1ccc(S(=O)(=O)C(F)F)cc1)NC(=O)NC1CCCCC1	?	·
O=C(NCc1cccs1)c1cc(-c2cccc(Cl)c2)on1	?	·
Cc1ccc(C(=O)N2CCN(S(=O)(=O)c3ccc(C)cc3)CC2)cc1	?	·
CCC(C)(C)NC(=O)C(c1ccncc1)N(C(=O)Cn1nnc2ccccc21)c1cc2c(cc1C(C)=O)OCO2 (stereo unspecified)	3.5%	11.2
Cc1ccc(SCc2c(C(=O)N/N=C/c3ccoc3)nnn2-c2nonc2N)cc1	?	·
Cc1ccc(C(N)=S)c(C)c1	?	·
CN1CCC(NC(=O)Cc2c(F)cccc2Cl)CC1	?	·
O=C1C2CCCN2C(c2ccc(F)cc2)N1c1cccc(Cl)c1 (stereo unspecified)	-5.2%	28.2
O=c1cc(COn2nnc3ccc(C(F)(F)F)cc32)nc2sccn12	-2.4%	2.4
COc1ccc(CNC(=O)CN2CCN(S(=O)(=O)c3cccs3)CC2)cc1OC	-2.0%	·
Cc1ccc(S(=O)(=O)N2CCCCC2)cc1NC(=O)c1ccc2ccccc2n1	?	·
O=C(CCCN1C(=O)/C(=C/c2cccc(Br)c2)SC1=S)Nc1cccnc1	?	·
O=C(Nc1ccccc1)C1CCCN1/C=C/C(=O)C(F)(F)F (stereo unspecified)	?	·
Cc1nc2scc(-c3ccc(Cl)cc3)c2c(=O)n1N	?	·
CC(=O)NN1C(=O)c2ccccc2NC1c1cccc([N+](=O)[O-])c1 (stereo unspecified)	0.7%	-1.3
CCN(CC(=O)Nc1c(F)cccc1F)C(=O)c1ccc(COc2ccccc2)o1	18.7%	·
CN(C(=O)c1ccccc1C(=O)OCC(=O)Nc1ccccc1)c1ccccc1	19.5%	-14.9
COCCNC(=O)CSc1nc2cc3c(cc2c(=O)n1CCCC(=O)NCc1ccc(OC)cc1)OCO3	-2.2%	0.2
Cc1occc1-c1nnc(SCC(=O)Nc2c(F)cccc2F)n1C	?	·
Cc1ccc(NC(=O)c2ccoc2C)cc1C	?	·
COc1cc([N+](=O)[O-])cc(/C=N/NC(=O)c2cncc(Br)c2)c1O	7.8%	·
CCOC(=O)c1cn(Cc2c(C)c(C)c(C)c(C)c2C)nn1	?	·
CCN1CCN(C(=O)c2cc3nc(-c4ccccc4)cc(C(F)(F)F)n3n2)CC1	?	·
O=C(NCCO)c1ccc2nc(Cc3cccc(Cl)c3)oc2c1	?	·
CCCCNc1nc(CC(C)=O)ns1	?	·
CC(C)n1nccc1N(Cc1ccc(Br)cc1)S(=O)(=O)c1ccccc1	?	·
Next entries follow:
SMILES	Lipid storage S3	Lipid storage S3 cell count max
COc1cc(N=c2ssnc2Cl)c(OC)cc1Cl	?	·
Cc1cccc(N2CCN(C(=O)Cc3c(C(=O)O)[nH]c4ccc(Cl)cc34)CC2)c1C	?	·
CC(=O)Nc1ccc(N2C(C(C)=O)=NN(c3ccccc3)C2c2cccs2)cc1 (stereo unspecified)	17.7%	-25.4
O=c1c2c(nc3c(-c4cccc5ccccc45)c[nH]n13)CCC2	i	·
CCOC(=O)Cn1c(=O)n(Cc2ccc(OC)cc2)c(=O)c2cccnc21	6.3%	12.1
CC1(C)NC(=O)N(CCCOc2ccccc2Br)C1=O	4.1%	-3.8
Cc1cc(C)n(CC(=O)N/N=C/c2ccc([N+](=O)[O-])s2)n1	-12.4%	-1.6
CCCCOc1ccccc1C1NC(=O)CCC1[N+](=O)[O-] (stereo unspecified)	?	·
COc1cccc(NC(=O)Cn2c3ccc(OC)cc3c3nc4n(c(=O)c32)CCS4)c1	15.5%	·
CCOc1ccc(-n2c(COc3ccc(C)cc3)nnc2SCC(N)=O)cc1	1.4%	-23.2
Cc1cc(C=C2C(=O)c3ccccc3C2=O)c(C)n1-c1cccc(C(=O)O)c1	7.5%	9.5
COc1cc2nc(CN(C)Cc3ccc(SC)cc3)[nH]c(=O)c2cc1OC	-2.3%	6.0
COc1ccc(NS(=O)(=O)c2cccc(C(=O)N(C)CC(=O)Nc3ccc(C)cc3)c2)cc1	?	·
C=CCNC(=O)/C(C#N)=C/c1ccccc1OCc1ccc(C(=O)OC)cc1	?	·
COc1cc(/C=C2\SC(=O)N(CCN)C2=O)ccc1OS(=O)(=O)c1cc(C)ccc1C	?	·
CCOc1ccc(NC(=O)CSc2nnc(C)n2Cc2ccccc2)cc1	-10.7%	-12.9

One compound at a time, as listed above. Order of values: Lipid storage S3 | Lipid storage S3 cell count max
`COc1cc2nc(CN(C)Cc3ccc(SC)cc3)[nH]c(=O)c2cc1OC` is entered as -2.3% | 6.0
`COc1ccc(NS(=O)(=O)c2cccc(C(=O)N(C)CC(=O)Nc3ccc(C)cc3)c2)cc1` is entered as ? | ·
`Cc1cc(C)n(CC(=O)N/N=C/c2ccc([N+](=O)[O-])s2)n1` is entered as -12.4% | -1.6
`CC1(C)NC(=O)N(CCCOc2ccccc2Br)C1=O` is entered as 4.1% | -3.8
`CCCCOc1ccccc1C1NC(=O)CCC1[N+](=O)[O-]` (stereo unspecified) is entered as ? | ·

High-throughput results as filed in PubChem BioAssay.

A portion of the library (hit frequency here may not be typical).
